Screening results from PubChem BioAssay.
PglD DTNB: inhibitors of Campylobacter jejuni PglD acetyltransferase | purified PglD enzyme, DTNB colorimetric CoA detection | inhibition, % at 12.5 µM | 360,000 tested, 0.098% active; in the data active = inhibition above about 16%, passing the limit was not always enough; also: strong numbers were not always called active
RAD52 inh: RAD52 (human) annealing inhibition; 360,000 tested, 0.46% active; P43351; AID 651710; inhibition, % at 18.7 µM; recombinant RAD52 DNA annealing, FRET fluorescence;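 active = every replicate showing at least 50% inhibition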
RAD54 inh: inhibitors of human RAD54 branch migration | inhibition, % at 10.4 µM | RAD54 Holliday junction branch migration, FAM/BHQ fluorescence | AID 602329 | 360,000 tested, 0.14% active | Q92698;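 active = mean normalized replicate activity at least 40 and at least half of replicates scoring 40 or more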;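 also: 0% = median of neutral control wells and 100% = median of positive control wells; inhibitors cause a drop in the FAM fluorescence signal; in these data hits start at about 50%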
ARNT-TACC3 inh: disrupts binding between human ARNT and TACC3; Q9Y6A5; AlphaScreen His-ARNT PAS-B/GST-TACC3 binding, luminescence; TACC3 fragment carries E629A point mutation; inhibition, % at 9.99 µM; 390,000 tested, 0.66% active;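 active = mean inhibition of replicates at least 50% and at least half of replicates each reaching 50%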;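 also: 0% = complete ARNT plus TACC3 wells and 100% = ARNT alone without TACC3; many hits fall short of the cut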
CASP6 VEID inh: caspase-6 (human) enzyme inhibition | P55212 | purified caspase-6, Z-VEID-R110 cleavage fluorescence | inhibition, % at 12.5 µM | 350,000 tested, 0.53% active | AID 686996;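 active = mean inhibition across replicates at least about 35%, with every replicate also reaching that limit, limit read from the data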;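 also: 0% = median of neutral control wells and 100% = no fluorescence left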
esBAF inh: SWI/SNF esBAF complex inhibition. mouse ES cells, Bmi1-luciferase knock-in reporter, 24 h; 100% = twice the neutral-well signal. reporter increase, % at 12.5 µM. 350,000 tested, 2% active; in the data active = activation above about 40%;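 also: 0% = median of the plate's neutral control wells and 100% = double that signal; a rise in the Bmi1 reporter signal indicates esBAF inhibition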
ERp5 block: inhibitors of human ERp5; Q15084; ERp5 insulin aggregation, absorbance 650 nm, 90 min; inhibition, % at 9.99 µM; 350,000 tested, 0.05% active; AID 651711;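 active = mean replicate inhibition above about 25%, with every replicate also reaching it, limit read from the data, passing the limit was not always enough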
Target sequence (Q15084 whole entry, looked up): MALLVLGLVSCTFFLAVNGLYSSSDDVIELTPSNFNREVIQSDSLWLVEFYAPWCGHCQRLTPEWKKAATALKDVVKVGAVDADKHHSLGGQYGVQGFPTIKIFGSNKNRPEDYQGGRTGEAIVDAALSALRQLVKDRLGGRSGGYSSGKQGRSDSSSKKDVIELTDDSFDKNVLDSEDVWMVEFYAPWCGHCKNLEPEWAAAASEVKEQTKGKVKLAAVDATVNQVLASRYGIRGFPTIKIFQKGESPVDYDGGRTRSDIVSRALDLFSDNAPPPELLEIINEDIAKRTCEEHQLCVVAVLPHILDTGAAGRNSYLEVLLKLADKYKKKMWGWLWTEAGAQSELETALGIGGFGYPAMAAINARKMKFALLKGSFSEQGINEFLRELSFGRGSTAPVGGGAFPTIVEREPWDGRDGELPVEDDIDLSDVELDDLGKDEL
E-sel inducer: induces E-selectin expression in human endothelial cells. activation, % at 7.58 µM. 260,000 tested, 0.37% active. HUVEC E-selectin immunofluorescence imaging; normalized: neutral wells 0, TNF-alpha wells 100;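 active = mean E-selectin-positive cell signal at least 10% of the positive control, reached in at least 60% of replicates, without over 20% cell loss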;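 also: in these data hits start at about 27%; measured in HUVEC primary endothelial cells; signal is the percent of cells scored E-selectin positive by PE staining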
Target sequence (P16581 whole entry, looked up): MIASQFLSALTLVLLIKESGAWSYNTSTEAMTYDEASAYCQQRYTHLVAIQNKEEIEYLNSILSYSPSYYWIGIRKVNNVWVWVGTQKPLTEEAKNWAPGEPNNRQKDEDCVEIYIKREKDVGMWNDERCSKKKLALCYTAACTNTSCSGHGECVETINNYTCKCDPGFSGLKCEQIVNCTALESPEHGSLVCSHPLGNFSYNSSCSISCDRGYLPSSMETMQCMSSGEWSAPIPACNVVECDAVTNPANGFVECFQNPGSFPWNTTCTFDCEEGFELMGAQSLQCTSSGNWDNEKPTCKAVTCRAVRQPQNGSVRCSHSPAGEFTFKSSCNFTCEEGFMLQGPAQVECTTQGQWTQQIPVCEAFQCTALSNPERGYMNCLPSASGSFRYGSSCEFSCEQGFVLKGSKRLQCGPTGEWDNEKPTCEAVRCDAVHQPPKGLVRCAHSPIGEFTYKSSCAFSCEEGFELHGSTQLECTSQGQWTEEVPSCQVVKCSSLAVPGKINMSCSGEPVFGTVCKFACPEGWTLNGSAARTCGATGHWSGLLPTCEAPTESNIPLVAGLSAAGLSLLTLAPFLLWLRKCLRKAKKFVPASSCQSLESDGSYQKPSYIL
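System: HUVEC, human umbilical vein endothelial cells; quantity: 3,000 cells/well; buffer or medium: EGM-2 medium, gelatin-coated wells; dosing: single-point compound dose; detection: immunofluorescence imaging; evaluation: % PE-positive cells; benchmarks: TNF-alpha, DMSO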
* hit, by the source's call. Hits appear at their usual frequency; 3.2% or so of the library scored in one or more.

Results for C[C@@H]1CN([C@@H](C)CO)C(=O)Cc2cc(NC(=O)CCN3CCOCC3)ccc2O[C@@H]1CN(C)Cc1ccc(Oc2ccccc2)cc1 ?
PglD DTNB: 2; RAD52 inh: -2; RAD54 inh: 2; ARNT-TACC3 inh: 8; CASP6 VEID inh: 2; esBAF inh: -1; ERp5 block: -2; E-sel inducer: -2.1

How did CCCCc1cc(=O)oc2cc(OC(C)C(=O)NCc3ccccn3)c(Cl)cc12 (stereo not given) do in these assays?
PglD DTNB: 7; RAD52 inh: -4; RAD54 inh: -2; ARNT-TACC3 inh: -3; CASP6 VEID inh: -1; esBAF inh: -6; ERp5 block: -6

How did CCN(CC)S(=O)(=O)c1ccc(N2CCCC2)c(NS(=O)(=O)c2ccc([N+](=O)[O-])cc2)c1 do in these assays?
PglD DTNB: -3; RAD52 inh: 7; RAD54 inh: -5; ARNT-TACC3 inh: -10; CASP6 VEID inh: -1; esBAF inh: -9; ERp5 block: 3; E-sel inducer: 0.0

Results for CNC(=O)CN(c1cccc2ccccc12)S(C)(=O)=O ?
PglD DTNB: -9; RAD54 inh: 0; ARNT-TACC3 inh: -2; esBAF inh: -3

Results for C=CCOC(=O)[C@@H]1[C@H]2C(=O)O[C@H](c3ccccc3)[C@H](c3ccccc3)N2[C@H](c2ccc(OCCOC(=O)[C@H]3C[C@H]4C(=O)N5CCC[C@H]5C(=O)N4[C@H]3c3ccc(O)cc3)cc2)[C@@]12C(=O)Nc1ccccc12 ?
PglD DTNB: 2; RAD52 inh: 18; RAD54 inh: -2; ARNT-TACC3 inh: 13; CASP6 VEID inh: -1; ERp5 block: -2

Results for CCOC(=O)c1cocc1C(=O)O ?
RAD52 inh: -4; ARNT-TACC3 inh: 33; CASP6 VEID inh: 1; ERp5 block: -3; E-sel inducer: 1.7

What do the screens show for `COc1cccc(NC(=O)Cc2csc(NC(=O)Nc3ccccc3OC)n2)c1`?
PglD DTNB: -5; RAD52 inh: -9; RAD54 inh: 7; ARNT-TACC3 inh: 4; CASP6 VEID inh: 4; esBAF inh: 4; ERp5 block: 3; E-sel inducer: 0.3

What do the screens show for `Cc1cccn2c(=O)nc(SCC(=O)N3CCN(c4ccccc4)CC3)nc12`?
PglD DTNB: 5; RAD52 inh: -8; RAD54 inh: 4; ARNT-TACC3 inh: 2; CASP6 VEID inh: 3; esBAF inh: -1; ERp5 block: 2; E-sel inducer: 0.1

Results for CC(C)N1CCN(C2CSCCSC2)CC1CCO (stereo not given) ?
PglD DTNB: -3; RAD52 inh: -16; RAD54 inh: 3; ARNT-TACC3 inh: -6; CASP6 VEID inh: -1; esBAF inh: -5; ERp5 block: 6

What do the screens show for `C[C@]12C[C@H](O)[C@H]3[C@@H](CCC4=CC(=O)CC[C@@]43C)[C@@H]1CC[C@@H]2C(=O)CO`?
PglD DTNB: 2; RAD52 inh: -9; RAD54 inh: 2; ARNT-TACC3 inh: -5; CASP6 VEID inh: 1; esBAF inh: 6; ERp5 block: 4; E-sel inducer: 0.4

How did CCOc1ccc2nnc(-c3ccc(Br)cc3)n2n1 do in these assays?
PglD DTNB: 3; RAD54 inh: -9; ARNT-TACC3 inh: 2; esBAF inh: 0; E-sel inducer: 0.1

How did CC1=CS(=O)(=O)CC1Sc1nc(C)n[nH]1 (stereo not given) do in these assays?
RAD52 inh: -18; CASP6 VEID inh: 6; ERp5 block: 0; E-sel inducer: 0.5

What do the screens show for `COc1ccc(-n2nc(C(=O)NCC(=O)NC3CCCCC3)c3ccccc3c2=O)cc1`?
PglD DTNB: -4; RAD52 inh: -13; RAD54 inh: -1; ARNT-TACC3 inh: -5; CASP6 VEID inh: -4; esBAF inh: -1; ERp5 block: 2

Results for O=C(N/N=C/c1ccccc1F)c1ccccc1OCc1ccccc1 ?
PglD DTNB: -2; RAD52 inh: -11; RAD54 inh: -4; ARNT-TACC3 inh: -3; CASP6 VEID inh: 3; esBAF inh: 10; ERp5 block: -3

How did O=C(COc1cccc(NC(=O)c2ccccc2)c1)c1ccccc1 do in these assays?
RAD52 inh: 1; ARNT-TACC3 inh: -2; CASP6 VEID inh: -1; ERp5 block: 1

Results for CN(C)C(=O)c1cc2c(c(-c3cccc(C4=CCCC4)c3)n1)[C@@H](CCO)N([S@](=O)C(C)(C)C)C2 ?
PglD DTNB: 5; RAD52 inh: -90; RAD54 inh: 0; ARNT-TACC3 inh: 8; CASP6 VEID inh: -2; esBAF inh: 1; ERp5 block: -5; E-sel inducer: 0.6

How did CN1CCN(C(=O)C[C@@H]2CC[C@@H]3[C@H](COC[C@@H](O)CN3C(=O)Nc3ccc(Cl)cc3)O2)CC1 do in these assays?
PglD DTNB: 0; RAD52 inh: 0; RAD54 inh: 4; ARNT-TACC3 inh: 3; CASP6 VEID inh: 0; esBAF inh: 32; ERp5 block: 2; E-sel inducer: 0.0

How did Cc1ccc(-c2ccc3c(c2)O[C@H](CN(C)S(C)(=O)=O)[C@@H](C)CN([C@H](C)CO)S3(=O)=O)cc1 do in these assays?
PglD DTNB: -2; RAD52 inh: -4; RAD54 inh: -4; ARNT-TACC3 inh: -4; CASP6 VEID inh: -3; esBAF inh: -4; ERp5 block: 5; E-sel inducer: -0.8

Results for O=C(NNC(=O)C1CC1c1ccccc1)c1ccccc1F (stereo not given) ?
RAD52 inh: -15; ARNT-TACC3 inh: -4; CASP6 VEID inh: -2; ERp5 block: 5

How did CC(C)NC(=O)Nc1ccc2c(c1)CC(=O)N([C@H](C)CO)C[C@@H](C)[C@H](CN(C)CC1CC1)O2 do in these assays?
PglD DTNB: 4; RAD52 inh: -10; RAD54 inh: 0; ARNT-TACC3 inh: 0; CASP6 VEID inh: 0; esBAF inh: 3; ERp5 block: 7; E-sel inducer: -1.1

As a short view, part of the list above.
What do the screens show for `COc1cccc(NC(=O)Cc2csc(NC(=O)Nc3ccccc3OC)n2)c1`?
PglD DTNB: -5; RAD52 inh: -9; RAD54 inh: 7; ARNT-TACC3 inh: 4; CASP6 VEID inh: 4; esBAF inh: 4; ERp5 block: 3; E-sel inducer: 0.3

What do the screens show for `Cc1cccn2c(=O)nc(SCC(=O)N3CCN(c4ccccc4)CC3)nc12`?
PglD DTNB: 5; RAD52 inh: -8; RAD54 inh: 4; ARNT-TACC3 inh: 2; CASP6 VEID inh: 3; esBAF inh: -1; ERp5 block: 2; E-sel inducer: 0.1

Results for CC(C)N1CCN(C2CSCCSC2)CC1CCO (stereo not given) ?
PglD DTNB: -3; RAD52 inh: -16; RAD54 inh: 3; ARNT-TACC3 inh: -6; CASP6 VEID inh: -1; esBAF inh: -5; ERp5 block: 6

What do the screens show for `C[C@]12C[C@H](O)[C@H]3[C@@H](CCC4=CC(=O)CC[C@@]43C)[C@@H]1CC[C@@H]2C(=O)CO`?
PglD DTNB: 2; RAD52 inh: -9; RAD54 inh: 2; ARNT-TACC3 inh: -5; CASP6 VEID inh: 1; esBAF inh: 6; ERp5 block: 4; E-sel inducer: 0.4

How did CCOc1ccc2nnc(-c3ccc(Br)cc3)n2n1 do in these assays?
PglD DTNB: 3; RAD54 inh: -9; ARNT-TACC3 inh: 2; esBAF inh: 0; E-sel inducer: 0.1

How did CC1=CS(=O)(=O)CC1Sc1nc(C)n[nH]1 (stereo not given) do in these assays?
RAD52 inh: -18; CASP6 VEID inh: 6; ERp5 block: 0; E-sel inducer: 0.5

Going on with the list.
Results for Cc1noc(C)c1NC(=O)N[C@@H]1CC[C@@H](CC(=O)NCCCN(C)C)O[C@H]1CO ?
PglD DTNB: -1; RAD52 inh: -10; RAD54 inh: 0; ARNT-TACC3 inh: -9; CASP6 VEID inh: 1; esBAF inh: -5; ERp5 block: -4; E-sel inducer: -0.7

How did CN(C)CCCN1CC(C(=O)O)CC1=O (stereo not given) do in these assays?
PglD DTNB: -6; RAD54 inh: 1; ARNT-TACC3 inh: -2; esBAF inh: -7

Results for Cc1ccc(C2=NN(C(=O)c3cccs3)C(c3ccccc3O)C2)cc1 (stereo not given) ?
RAD52 inh: -6; ARNT-TACC3 inh: -6; CASP6 VEID inh: -4; ERp5 block: 1

What do the screens show for `Cc1cc(C(=O)Nc2cccc3c2O[C@H](CN(C)C(=O)Nc2c(C)noc2C)[C@H](C)CN([C@@H](C)CO)C3=O)n(C)n1`?
PglD DTNB: 0; RAD52 inh: -1; RAD54 inh: -3; ARNT-TACC3 inh: -5; CASP6 VEID inh: 0; esBAF inh: -8; ERp5 block: 11; E-sel inducer: -0.1

What do the screens show for `O=C(Cn1ccc(C(F)(F)F)n1)Nc1cccc(S(=O)(=O)N2CCCCC2)c1`?
RAD52 inh: -14; ARNT-TACC3 inh: 7; CASP6 VEID inh: 1; ERp5 block: 5

Results for CCc1ccccc1-n1c(SCC(=O)c2c(N)n(C3CC3)c(=O)[nH]c2=O)nnc1N1CCOCC1 ?
PglD DTNB: 5; RAD52 inh: -3; RAD54 inh: -4; ARNT-TACC3 inh: -2; CASP6 VEID inh: 2; esBAF inh: -6; ERp5 block: -6; E-sel inducer: -0.2

What do the screens show for `O=C(C[C@@H]1C[C@@H]2c3cc(NC(=O)Cc4ccncc4)ccc3O[C@@H]2[C@H](CO)O1)NCc1ccccc1`?
PglD DTNB: 4; RAD52 inh: -2; RAD54 inh: 4; ARNT-TACC3 inh: -3; CASP6 VEID inh: -3; esBAF inh: 2; ERp5 block: 4; E-sel inducer: -0.3

Results for CCCOC(=O)C[N+](C)(C)CCOC1CC2CCC1(C)C2(C)C (stereo not given) ?
RAD52 inh: 4; ARNT-TACC3 inh: 18; CASP6 VEID inh: -2; ERp5 block: 2; E-sel inducer: -0.7

How did COc1ccc(/C=N/NC(=O)c2cccnc2)cc1COc1ccc([N+](=O)[O-])c(C)c1 do in these assays?
PglD DTNB: -6; RAD52 inh: -15; RAD54 inh: -4; CASP6 VEID inh: 2; esBAF inh: -19; ERp5 block: -1

Results for Cn1c(SCc2ccc(Cl)cc2)nc(C(F)(F)F)cc1=O ?
PglD DTNB: -6; RAD54 inh: -6; ARNT-TACC3 inh: 2; esBAF inh: 5

How did CCCCn1c(-c2ccco2)nc2ccccc2c1=O do in these assays?
PglD DTNB: -1; RAD54 inh: 3; ARNT-TACC3 inh: -8; esBAF inh: 5

Results for COc1ccc2[nH]c3c(=O)n(Cc4ccncc4)cnc3c2c1 ?
RAD52 inh: -12; ARNT-TACC3 inh: -1; CASP6 VEID inh: 0; ERp5 block: 5; E-sel inducer: -1.2

Results for COc1ccccc1N1CCN(C2CCCN(S(=O)(=O)c3cccc(Cl)c3)C2)CC1 (stereo not given) ?
PglD DTNB: 3; RAD52 inh: 5; RAD54 inh: -2; ARNT-TACC3 inh: 4; CASP6 VEID inh: 2; esBAF inh: 4; ERp5 block: 4; E-sel inducer: -0.1

Results for Cc1c(Cl)ccc2c(C(N)=O)cc(-c3ccccn3)nc12 ?
RAD52 inh: -41; ARNT-TACC3 inh: -5; CASP6 VEID inh: 3; ERp5 block: -2; E-sel inducer: 0.7

What do the screens show for `COc1ccc(C(=O)O)cc1S(=O)(=O)Nc1cc(Cl)ccc1N1CCOCC1`?
PglD DTNB: -3; RAD52 inh: -12; RAD54 inh: -13; CASP6 VEID inh: 4; esBAF inh: -4; ERp5 block: 6

What do the screens show for `N#Cc1ccccc1S(=O)(=O)N1CCN(CC(=O)Nc2ccccc2C(=O)NC2CC2)CC1`?
PglD DTNB: -1; RAD52 inh: -20; RAD54 inh: -3; ARNT-TACC3 inh: -1; CASP6 VEID inh: -1; esBAF inh: 1; ERp5 block: -9; E-sel inducer: -0.5

What do the screens show for `O=C(Nc1ccc(S(=O)(=O)NC2=NCCCCC2)cc1)c1ccc2ccccc2n1`?
PglD DTNB: -3; RAD52 inh: -41; RAD54 inh: 0; ARNT-TACC3 inh: 36; CASP6 VEID inh: 5; esBAF inh: 8; ERp5 block: 2; E-sel inducer: 2.4
